# TAG inh – inhibitors of triacylglycerol accumulation, primary screen, cell-based, uHTS, fluorescence, H9c2; H9c2 cells, Nile Red lipid (TAG) fluorescence; cells loaded with 200 µM oleic acid; inhibition, % at 12.5 µM; hit rate 0.66% among 230,000;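 active = pattern-corrected inhibition of lipid staining of at least 50% with the nuclear-stain viability signal not falling by more than 50%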;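 note: 0% = DMSO wells and 100% = triacsin C control wells; some results filed as inactive read as strong as hits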
# TAG inh DAPI viability – also measured in TAG inh; calls as there; DAPI nuclei signal change (viability), lower = more cytotoxic, %;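 whole-well DAPI fluorescence read on a plate reader as a viability signal; minus 50 percent equals half of cells still viable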
# * hit, by the source's call. The list is partial. The share of hits here may be higher or lower than overall.
Compound	TAG inh	TAG inh DAPI viability
CC(C)COc1ccc(CNC(=S)N/N=C/c2ccc([N+](=O)[O-])cc2)cc1	-13	-7
CCOc1ccc(-c2nc(CSc3nnc(N)s3)cs2)cc1OC	16	-7
Clc1ccc(N=NN2CCOCC2)cc1	2	3
COc1ccccc1N(CC(=O)N/N=C(\C)c1ccc(F)cc1)S(=O)(=O)c1ccccc1	-16	1
CCOC(=O)CNC(=O)N1CCCC(CNS(=O)(=O)Cc2ccccc2)C1 (stereo not given)	-2	4
O=c1ccc(/C=C/c2ccccc2)nn1Cc1ccc(F)cc1	-13	13
CCOC(=O)Nc1nnc(-c2ccccc2OC)s1	4	-4
CNC(=O)NC(=O)CSc1nc2ccccc2n1CCOC	1	-6
COc1ccccc1C(CNC(=O)c1ccc(S(=O)(=O)N2CCCCC2)cc1)N(C)C (stereo not given)	11	3
CC(C)NC(=O)C1CCN(C2CCN(C(=O)c3scc4c3CCCC4)CC2)CC1	16	-13
CSc1ccc(/C=C(/NC(=O)c2ccco2)C(=O)NCc2ccco2)cc1	6	-1
CO/C=C/C#CC1(O)CCN(C)CC1	-3	-2
Cc1cccc(OCCCCN2CCNCC2)c1	18	-8
CC(C)(C)NC(=O)c1cc2c(ccc3ccccc32)oc1=O	8	22
C[C@@H]1CC=C[C@@H]2[C@H]1C(=O)N(Cc1ccccc1)[C@H]2c1cccc(Br)c1	-14	4
Cc1ccc(C(C(=O)NC(C)(C)C)N(Cc2ccc3c(c2)OCO3)C(=O)c2ccc(CN3CCOCC3)o2)o1 (stereo not given)	30	-8
CCc1nc2ccc(C(=O)Nc3cc(-c4ccccc4)ccc3OC)cn2c1N(CC)CC(=O)N(C)C	3	1
Cc1ccc(CN2CC(C(=O)Nc3ncc(C)s3)CC2=O)cc1 (stereo not given)	20	2
COc1ccc(C(=O)N2N=C(c3ccccc3)CC2(O)C(F)(F)F)cc1 (stereo not given)	-13	3
COC(=O)c1ccccc1NC(=O)C1COc2ccccc2O1 (stereo not given)	-16	-1
COCC(C)Nc1ncnc2c1cnn2-c1ccc(Cl)cc1 (stereo not given)	-6	-4
COCCNC(=O)C1CCN(S(=O)(=O)c2c(C)noc2/C=C/c2cccs2)CC1	-1	-1
O=c1c2c(-c3ccc(Cl)cc3)csc2ncn1/N=C/c1cccc([N+](=O)[O-])c1O	1	-3
COc1ccc(C(=O)C2CCCN(C3Cc4ccccc4C3)C2)cc1OC (stereo not given)	-17	11
O=C(c1coc(=O)c2ccccc12)N1CCN(Cc2ccccc2)CC1	-12	7
Cc1cc(C(=O)CN2C(=O)C(=O)N(CCC3=CCCCC3)C2=O)c(C)n1C	3	-6
COC(=O)Nc1cc(C)n(-c2ccccc2)n1	-9	7
O=C(O)c1ccc(NC(=S)NCc2ccccc2)cc1	-4	2
CC(Oc1ccc(-c2nnco2)cc1)C(=O)N1CCOCC1 (stereo not given)	-4	1
O=C(COC(=O)c1c(F)cccc1F)NC(=O)NCc1ccccc1	-9	1
C=CC(=O)Nc1cccc(Nc2nc(N[C@H]3CC[C@H](N(C)C)CC3)nc3c2ncn3C(C)C)c1	117	-72
COc1cccc(NC(=O)C2CCCO2)c1 (stereo not given)	-2	6
O=C(CSc1nnc2ccc(-c3ccccc3)nn12)NCC1CCCO1 (stereo not given)	9	5
O=C(COC(=O)c1ccc2c(=O)n3c(nc2c1)CCC3)NC1CCS(=O)(=O)C1 (stereo not given)	-9	7
COc1ccc(CNC(=O)C[C@H]2C[C@H](C(=O)N3CCOCC3)[C@@]3(CCC4CCCC4)c4[nH]c5cc(-c6ccco6)ccc5c4CCN3C2=O)cc1OC	23	5
Cc1ccccc1-n1c(SCC(=O)N2CCN(c3ccccn3)CC2)nnc1N1CCOCC1	3	2
Cc1ccc(CNC(=O)c2cc3c(s2)CN(Cc2ccccc2)C3)cc1	-8	10
O=C(c1cn(-c2ccccc2)nc1-c1ccncc1)N1CCCCC1	1	-1
C/C(=N\NC(=O)c1ccc(O)cc1)c1ccc(NC(=O)Cc2ccccc2)cc1	-12	2
CC(C)OCCCn1c(SC(C)C(=O)NC2CC2)nc2ccccc2c1=O (stereo not given)	8	0
CCOC(=O)C1=CN(Cc2ccco2)S(=O)(=O)N(C)C1c1ccc(F)c(Cl)c1 (stereo not given)	-23	7
O=C(NC(=S)N1CCCc2ccccc21)c1ccco1	-37	7
CS(=O)(=O)N1CCN(c2ccc(NC(=O)c3ccc([N+](=O)[O-])o3)cc2)CC1	99	-76
CN(c1ccccc1)S(=O)(=O)c1cccc(C(=O)OCC(=O)Nc2ccc(C(N)=O)cc2)c1	-6	1
Cc1c(Cl)ccc2c1NC(=O)C21NC(CCC(N)=O)[C@H]2C(=O)N(c3ccc(Cl)cc3)C(=O)[C@H]21 (stereo not given in full)	13	-7
O=C(NCCOc1ccc(Cl)cc1)c1cccc(S(=O)(=O)N2CCCC2)c1	-16	-3
CC(C)C(NC(=O)C12CC3CC(CC(C3)C1)C2)C(=O)N/N=C/C1=C(N2CCOCC2)C(=C\c2ccc([N+](=O)[O-])cc2)/CC1 (stereo not given)	20	3
O=C(NCc1ccco1)/C(=C\c1ccco1)NC(=O)c1cccs1	7	0

# Random excerpt: four compounds from above
Compound	TAG inh	TAG inh DAPI viability
CC(C)OCCCn1c(SC(C)C(=O)NC2CC2)nc2ccccc2c1=O (stereo not given)	8	0
Cc1cccc(OCCCCN2CCNCC2)c1	18	-8
O=C(c1coc(=O)c2ccccc12)N1CCN(Cc2ccccc2)CC1	-12	7
CC(Oc1ccc(-c2nnco2)cc1)C(=O)N1CCOCC1 (stereo not given)	-4	1

# Carrying on:
Compound	TAG inh	TAG inh DAPI viability
Cc1cccc2nc(CSc3nnnn3-c3ccccc3)cn12	14	-5
CCOc1ccc(CN(C)C(=O)CN2C(=O)NC(c3ccccc3)(c3ccccc3)C2=O)cc1	36	-3
C[C@@H]1CN([C@H](C)CO)S(=O)(=O)c2ccc(Br)cc2O[C@H]1CN(C)C(=O)Nc1ccccc1	-4	-5
CCc1nnc(NC(=O)CSc2n[nH]c(-c3ccccc3O)n2)s1	-18	13
O=C(Cn1c(NCCO)nc2ccccc21)Nc1cccc(S(=O)(=O)N2CCCC2)c1	-17	10
COc1ccc(C(=O)NCC(=O)OCC(=O)NC2CCCCCC2)cc1	-9	-3
CN(C[C@@H](CC1CCCCC1)N(C[C@H](Cc1ccccc1)N(CCc1ccccc1)N=O)N=O)N=O	-12	-4
Cn1c(N)c(C#N)c(C#N)c1-c1ccccc1	8	-7

# Next section, overlapping the part above by three compounds.
Compound	TAG inh	TAG inh DAPI viability
COc1ccc(C(=O)NCC(=O)OCC(=O)NC2CCCCCC2)cc1	-9	-3
CN(C[C@@H](CC1CCCCC1)N(C[C@H](Cc1ccccc1)N(CCc1ccccc1)N=O)N=O)N=O	-12	-4
Cn1c(N)c(C#N)c(C#N)c1-c1ccccc1	8	-7
COc1cc(C(=O)N=c2sc3c(C)ccc(OC)c3n2C)cc(OC)c1OC	-1	16
Cc1cccc(N2CCN(C(=O)CN3C(=O)NC4(CCCCCC4)C3=O)CC2)c1C	5	0
COc1ccc(CNC(=O)CSc2ncnc3ccccc23)cc1OC	-7	1
COc1ccc(C2NCCn3cccc32)cc1 (stereo not given)	6	0
[O-]C1=N[N+](=C(c2ccccc2)c2ccccc2)C1	6	-3
COc1ccc(C(=O)C2CCCN(Cc3cccn3-c3nccs3)C2)cc1F (stereo not given)	-36	30
O=C(CC1C(=O)NCCN1Cc1c(F)cccc1Cl)NCCCn1ccnc1 (stereo not given)	10	7
CC1CCN(C(=O)CN2C(=O)C(=O)N(C)C2=O)c2ccccc2S1 (stereo not given)	2	0
O=c1[nH]nc(SCc2nnc(-c3cccc(Cl)c3)o2)n1C1CCCCC1	-24	3
Oc1ccccc1/C=N/Nc1nccnc1Cl	-22	-6
CC(C)NCC1CCc2cc(CO)c([N+](=O)[O-])cc2N1 (stereo not given)	10	4
COc1ccc(C(=O)C[n+]2ccccc2C)cc1	-9	6
Cc1ccc(F)cc1C(=O)N1CCCCC1c1cc(C(=O)NCc2ccccc2)no1 (stereo not given)	12	-1
COc1cccc2cc(C(=O)N(Cc3ccccc3)CC3CCCO3)c(=O)oc12 (stereo not given)	11	3
CCCCCCCCCC(=O)OCC(O)CO (stereo not given)	-7	-2
O=C(N/N=C/c1ccc[nH]1)c1c[nH]c2ccccc12	6	-23

# (next part)
# Under each structure: TAG inh	TAG inh DAPI viability
Cc1ccc(C)n1-c1ncc(Br)cn1
→ -1	1
Clc1ccccc1C1CC(c2ccccc2)=Nc2ccccc2N1 (stereo not given)
→ -19	6
COC(=O)c1ccc(NC(=O)c2ccc3c(c2)C(=O)N(Cc2cccnc2)C3=O)cc1
→ 3	3
Cc1ccc(C(=O)c2coc3ccc(O)c(Cl)c23)cc1
→ -28	-23
Cc1c(C=O)n(C)n(-c2ccccc2)c1=O
→ 6	-4
Cc1nccn1CC(O)COC1CCCCC1 (stereo not given)
→ -2	-3
CC(C)CCN1CCN(Cc2ccc(C#CC(C)(C)O)s2)CC1CCO (stereo not given)
→ 11	-7
CC1C(=O)N(Cc2cn(Cc3ccco3)nn2)CCS(=O)(=O)N1Cc1ccc(-c2ccc(Cl)c(Cl)c2)cc1 (stereo not given)
→ 31	-4
Cc1ccccc1C(=O)N1CCN(c2ccc([N+](=O)[O-])c(NCc3ccco3)c2)CC1
→ 22	-15
CCOc1ccc(CCN2C(=O)C(=O)N([C@@H](CC(C)C)CN3CCC[C@@H]3CN3C(=O)C(=O)NC[C@@H]3Cc3ccccc3)C[C@@H]2CC(C)C)cc1
→ 1	1

# Entries of single compounds from above. Order of screens: TAG inh, TAG inh DAPI viability
# `CC(C)CCN1CCN(Cc2ccc(C#CC(C)(C)O)s2)CC1CCO` (stereo not given) across the screens: 11, -7
# `Clc1ccccc1C1CC(c2ccccc2)=Nc2ccccc2N1` (stereo not given) across the screens: -19, 6
# `CC1C(=O)N(Cc2cn(Cc3ccco3)nn2)CCS(=O)(=O)N1Cc1ccc(-c2ccc(Cl)c(Cl)c2)cc1` (stereo not given) across the screens: 31, -4

# Later entries:
# Under each structure: TAG inh	TAG inh DAPI viability
CC(C)n1c(N2CCN(C(=O)N3CCCCC3)CC2)nc2ccccc21
→ 3	-14
Brc1csc2ncccc12
→ 11	0
CN(C)c1cccc(C(=O)Nc2cccc(F)c2)c1
→ 2	1
N#CC(=C=[N-])c1nc2ccccc2nc1-[n+]1cccc(NC(=O)c2cccs2)c1
→ 11	-6
CC(=O)C(/C=N/c1cc(-c2ccc(C)cc2)nn1-c1ccccc1)=C(\C)O
→ -11	6
CC(C)CCN1C(=O)c2ccc(C(=O)Nc3c[nH]c(=O)[nH]c3=O)cc2C1=O
→ 9	-6
COc1ccc(-n2c(=O)[nH]cc(C(=O)Nc3ccc4c(c3)OCO4)c2=O)cc1OC
→ 23	-3
CCOC(=O)C1(CCCc2ccccc2)CCN(Cc2cnc(C)s2)CC1
→ -18	12
COc1cccc(C2C(C#N)=C(N)Oc3cc(C)n(Cc4ccccn4)c(=O)c32)c1OC (stereo not given)
→ 5	10
O=C(c1ccc(Cl)cc1)N1CCC(C(=O)N2CCN(c3ncccn3)CC2)CC1
→ 3	-9
CCC(C)N(C)C1CCN(C(=S)Nc2cccc(SC)c2)CC1 (stereo not given)
→ 6	-7
CCN(CCn1cccn1)Cc1c(C(=O)N2CCCCCCC2)nc2ccc(Cl)cn12
→ 1	-9
COCCN(C(=O)Cc1ccc(OC)c(OC)c1)c1nc(-c2cc(OC)ccc2OC)cs1
→ 0	11
COc1ccc(-n2cc(CNCCN3CCOC3=O)c(-c3ccccc3Cl)n2)cc1
→ 11	4
COc1ccc(Br)cc1C(=O)Nc1ccc(C(=O)O)cc1
→ 9	-3
O=C(CSc1nnc(SCc2cccc3ccccc23)s1)Nc1ccc(C(=O)O)cc1
→ -6	-9
CCn1cc(S(=O)(=O)NC(C)c2cc(OC)ccc2OC)cn1 (stereo not given)
→ 17	-3
Cc1onc(-c2ccccc2)c1C(=O)OCC(=O)Nc1ccccc1
→ 8	-1
CN1CCN(Cc2ccc(Sc3ccc(Cl)cc3)c([N+](=O)[O-])c2)CC1
→ -36	29
CC(C)N(C(=O)CN1CCN(C(=O)C2COc3ccccc3O2)CC1)C(C)C (stereo not given)
→ 10	-4
CCOc1[nH]n(-c2ccc(Cl)cc2)c(=O)c1C=Nc1ccc(Cl)cc1
→ 25	-7
O=C(O)Cn1nnnc1SCC(=O)Nc1ccccc1F
→ -2	-5
O=C(Nc1cc(Cl)ccn1)C1CCN(S(=O)(=O)c2cccs2)CC1
→ 37	-6
COc1ccc(NC(=O)N(C)C[C@H]2Oc3cc(Br)ccc3S(=O)(=O)N([C@H](C)CO)C[C@@H]2C)cc1
→ -7	-10
Cc1cc(N2C(=O)C(=O)/C(=C(/O)c3ccccc3)C2c2cccc(Br)c2)no1 (stereo not given)
→ 5	3
O=C(O)c1ccccc1-c1ncc(-c2ccccc2)o1
→ -4	0
COc1cc(Cl)ccc1OCc1cc(C(=O)N2C[C@@H]3CCC[C@H]2C3)no1
→ -15	3
N#CCC(=O)Nc1ccc(C(=O)Nc2cccc(S(=O)(=O)N3CCCC3)c2)cc1
→ -9	8
Cc1ccc(-n2cccn2)c(CN2CCCC(CNC(=O)c3ccc(F)cc3)C2)c1 (stereo not given)
→ -2	19
CN(c1ccccc1)S(=O)(=O)c1cccc(NC(=O)CSc2n[nH]c(N)n2)c1
→ -18	2
Cc1cc(C(F)F)nn1CC(=O)NC1CCCC1
→ -3	-1
NNc1cc(C(=O)O)ccc1Cl
→ -1	-2
O=C1/C(=C/c2cccc(O)c2)SC(=S)N1CC1CCCO1 (stereo not given)
→ -12	5
CC(Oc1ccccc1)C(=O)N1CCN(c2ccc(N3CCCCCC3)nn2)CC1 (stereo not given)
→ 5	-2
O=C(NCC1CCCO1)c1cccc(Oc2ccc([N+](=O)[O-])cc2Cl)c1 (stereo not given)
→ -8	-6
